High-throughput results deposited in PubChem BioAssay by several laboratories.
Phagocyt inh – inhibitors of macrophage phagocytosis, primary screen, imaging, J774A.1 cells, IgG beads; J774A.1 macrophage IgG-bead phagocytosis; inhibition, % at 5 µM; hit rate 0.07% among 110,000;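 active means inhibition above the mean of the plate negative controls plus 5 SD, cut at about 13% in these data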;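 further: phagocytic index as fraction of beads internalized from green versus red external bead signal; plate controls were DMSO negative control for no effect and cytochalasin-D positive control for full effect; some results beyond the cut were filed as inactive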
E-sel TNF inh – E-selectin induction blockers in HUVEC – imaging, immunofluorescence, high content, primary screen. AID 1246, 2008. inhibition, % at 2 µM. HUVEC TNFa-induced E-selectin immunofluorescence. hit rate 0.71% among 120,000;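 active means inhibition above the batch mean plus 3 SD, and confirmed as a hit on visual image review, cut at about 43% in these data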;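 further: 0% = TNF-stimulated DMSO wells and 100% = unstimulated control wells; not every result past the cut was called active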
BB579 growth dn – growth inhibitors of yeast BB579 in restrictive medium, primary screen, yeast lifespan-shortening project, S. cerevisiae; inhibition, % at 10 µM; OD615, 48 h; AID 804, 2007; hit rate 0.51% among 140,000;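 active means inhibition above a set limit, 3 SD over the mean compound inhibition, cut at about 44% in these data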; further: inactives centre near -24
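Assay system – yeast BB579 (DeaD) · Dosing – single compound dose of 10 µM, 0.25% DMSO final · Detection – OD615 turbidity measurement · Buffer or medium – CSMM-D restrictive synthetic medium containing dextrose (glucose) · Benchmarks – positive control amphotericin B 10 µg/mL · Incubation – 48 h exposure, 30 °C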
Measles CPE – compounds protecting cells from measles virus cytopathic effect, primary screen, measles RdRp inhibitor project, single point, MLSMR library, absorbance; Measles virus-infected cells, CPE protection; AID 841, 2007; protection (pct of control), % at 4 µM; hit rate 1.5% among 140,000; in the data active means protection mostly above about 24%, no sharp cut-off; inactive means mostly below about 26%; further: some compounds called inactive have numbers as strong as hits
MRP-1 activ – H69AR viability gain despite doxorubicin, primary screen, MRP-1 activator project, H69AR cells, CellTiter-Glo; viability rescue; viability increase, % at 10 µM; hit rate 0.61% among 140,000;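 active means viability gain under doxorubicin at or above a set limit, the compound median plus 3 SD, cut at about 4.7% in these data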;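 further: MRP-1 overexpressing cells given doxorubicin 25 µM after compound pretreatment; 18-22 h compound pretreatment then 72 h with doxorubicin before readout; 0% = doxorubicin-only wells and 100% = vehicle-treated cells without doxorubicin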
bCat KO growth – primary screen for growth suppressors in beta-catenin knockout HCT116 cells (colon tumor, human); HCT116 beta-catenin knockout viability, CellTiter-Glo, 60 h; active compounds read low; viability, % at 10 µM; hit rate 1.5% among 140,000; AID 818, 2007;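 active means viability at or under a set limit, the compound median less 4 SD, cut at about 6% in these data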;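 further: 0% = Hyamine 1622 control at 20 µM and 100% = untreated cell control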
NPY Y2 blocker – NPY-Y2 receptor antagonists, primary screen, cell-based. Neuropeptide Y receptor type 2 (Homo sapiens), P49146. NPY-Y2 expressing cells, antagonist mode. AID 793, 2007. inhibition, % at 2.7 µM. hit rate 0.99% among 140,000; in the data active means inhibition above about 17%;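 further: 0% = vehicle with agonist challenge and 100% = reference antagonist with challenge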
Target sequence (P49146 whole entry, looked up): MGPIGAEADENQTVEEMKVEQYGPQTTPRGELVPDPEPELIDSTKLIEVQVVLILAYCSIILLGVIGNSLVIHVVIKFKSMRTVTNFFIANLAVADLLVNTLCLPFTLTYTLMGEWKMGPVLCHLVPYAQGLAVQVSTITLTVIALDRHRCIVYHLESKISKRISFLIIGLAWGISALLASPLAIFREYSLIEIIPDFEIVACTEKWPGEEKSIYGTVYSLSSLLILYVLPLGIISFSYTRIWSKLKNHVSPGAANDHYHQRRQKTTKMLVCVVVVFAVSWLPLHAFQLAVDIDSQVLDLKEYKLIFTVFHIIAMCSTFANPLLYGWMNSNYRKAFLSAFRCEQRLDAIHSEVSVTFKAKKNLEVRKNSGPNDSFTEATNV
PTEN del growth – growth suppression of PTEN-null HCT116, primary screen, cell-based, CellTiter-Glo; HCT116 PTEN-null viability, 60 h; active compounds read low; viability, % at 10 µM; hit rate 1.2% among 140,000;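 active means viability at or below a set limit, 4 SD under the median of all tested compounds, cut at about 3.7% in these data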;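 further: PTEN knockout HCT116 line with beta catenin targeted HCT116 as companion control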
GALR2 antag – GALR2 antagonists in receptor-expressing cells, primary screen | inhibition, % at 4 µM | Galanin receptor type 2 (Homo sapiens), O43603 | AID 828, 2007 | hit rate 0.39% among 140,000 | antagonist mode; in the data active means inhibition above about 27%;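 further: cells stimulated with galanin 1-16 at roughly its EC80; 0% = agonist challenge control and 100% = basal control without agonist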
Target sequence (O43603 whole entry, looked up): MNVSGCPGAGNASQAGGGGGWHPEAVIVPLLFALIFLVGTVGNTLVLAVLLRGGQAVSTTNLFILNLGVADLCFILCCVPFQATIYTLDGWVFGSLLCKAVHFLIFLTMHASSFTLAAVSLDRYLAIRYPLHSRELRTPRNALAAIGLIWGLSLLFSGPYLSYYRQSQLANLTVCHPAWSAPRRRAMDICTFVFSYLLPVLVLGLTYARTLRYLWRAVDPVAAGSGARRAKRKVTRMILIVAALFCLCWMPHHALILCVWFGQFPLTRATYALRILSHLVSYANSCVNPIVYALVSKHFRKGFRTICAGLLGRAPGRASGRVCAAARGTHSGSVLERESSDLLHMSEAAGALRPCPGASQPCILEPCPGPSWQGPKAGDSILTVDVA
Yeast lifespan up – compounds extending yeast replicative lifespan, primary screen, S. cerevisiae, OD615; inhibition of the nicotinamide effect, % at 10 µM; hit rate 0.68% among 130,000; S. cerevisiae growth with nicotinamide; deaD strain in restrictive glucose medium; AID 775, 2007;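 active means inhibition above a set limit, placed 3 SD over the median of all compounds, cut at about 26% in these data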;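 further: 0% = nicotinamide-treated wells and 100% = cells grown without nicotinamide; some compounds called inactive have numbers as strong as hits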
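Assay system: engineered S. cerevisiae DeaD replicative-lifespan strain, galactose-grown log-phase cells; medium: restrictive CSMM-D dextrose medium; also added: nicotinamide, 1.5 mM, co-present with compound; schedule: 48 h compound exposure at 30 °C, humidified; detection: absorbance at 615 nm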
Starred values were filed as active, the others as inactive; x = no result given.

SMILES | Phagocyt inh | E-sel TNF inh | BB579 growth dn | Measles CPE | MRP-1 activ | bCat KO growth | NPY Y2 blocker | PTEN del growth | GALR2 antag | Yeast lifespan up
COC(=O)c1c(NC(=O)COC(=O)c2ccc(Cl)cc2[N+](=O)[O-])sc2c1CCCCC2 | 4.8 | -5.1 | -37.7 | 5.1 | 0.5 | 86.4 | 5.9 | 78.2 | -0.3 | -0.9
COC(=O)C(NC(C)=O)(Nc1ccccc1)C(=O)OC | -1.4 | x | -70.0 | 14.3 | -0.7 | 100.7 | 0.1 | 110.7 | -10.7 | 2.5
COCC(=O)Nc1nc2ccccc2s1 | 3.8 | 0.9 | -40.8 | 3.9 | -0.2 | 95.6 | -0.3 | 113.6 | -5.9 | -19.2
COc1cccc(C2C3=C(Nc4[nH]n(-c5ccccc5)c(=O)c42)c2ccccc2C3=O)c1 (stereo not given) | -4.3 | x | -36.5 | 36.5 | -0.1 | 84.3 | -3.6 | 91.0 | -11.2 | -1.7
Cc1c(CCO)c(=O)n(-c2ccccc2)n1S(=O)(=O)c1ccc(Cl)cc1 | x | 8.3 | -23.0 | 4.1 | -1.1 | 93.1 | 2.1 | 89.5 | -3.6 | -5.7
CC(=O)Nc1ccc2nc(SCC(=O)Nc3ccc(N4CCOCC4)c(Cl)c3)sc2c1 | x | 41.4 | -5.1 | 2.9 | -0.9 | 76.8 | -0.1 | 67.1 | -2.1 | -9.5
CCO/C=C/C(O)(CNC(=O)c1ccc(C(C)(C)C)cc1)C(F)(F)F (stereo not given) | 1.6 | x | -35.2 | 24.9 | -0.9 | 89.8 | 4.8 | 83.0 | 11.3 | 2.0
CC(=O)c1c(N2CCOCC2)nc(=S)n(-c2cc(C)ccc2C)c1C | -0.7 | 16.7 | -77.0 | 4.3 | 0.3 | 112.7 | 2.5 | 104.3 | 1.8 | -7.4
C=CCN(CC=C)C(=O)Nc1cc(Cl)ccc1OC | 0.8 | 53.0* | -22.6 | 4.3 | -3.2 | 96.5 | 3.1 | 98.3 | 0.6 | -23.7
CCC(Sc1nc2ccccc2o1)C(=O)Nc1nnc(C)s1 (stereo not given) | -0.1 | x | -30.2 | 3.6 | 6.4* | 75.5 | 3.6 | 85.1 | -2.0 | 14.7
O=C(NC1CCCCC1)C(c1ccco1)N(Cc1cccnc1)C(=O)C1COc2ccccc2O1 (stereo not given) | -0.9 | x | -47.4 | 20.2 | -2.2 | 85.0 | 18.5* | 80.4 | 0.0 | -1.2
COc1cc2c(cc1NC(=O)COC(=O)Cn1cnc3ccccc31)oc1ccccc12 | -0.2 | 39.9 | -22.8 | 10.8 | -1.8 | 58.9 | 0.7 | 62.4 | 13.3 | -16.7
Clc1ccc(-c2csc3ncnc(NCCN4CCOCC4)c23)cc1 | -1.1 | 18.4 | -35.1 | 2.1 | -2.7 | 49.9 | 4.9 | 62.1 | -3.8 | 2.2
Cc1ccccc1S(=O)(=O)Cc1ccc(C(=O)NCCCOC(C)C)o1 | 0.1 | -0.6 | -46.0 | x | 0.1 | 113.8 | 0.3 | 112.8 | 11.3 | -16.3
COC(=O)c1ccccc1Oc1nc(Cl)cc(OC)n1 | -0.7 | x | 22.5 | 5.7 | -2.2 | 87.2 | -1.7 | 85.1 | 5.0 | -4.6
COc1ccccc1NC(=O)c1cc2ccc(O)cc2o/c1=N\O | 0.3 | 9.8 | -14.5 | 8.7 | -2.3 | 103.7 | -2.0 | 94.9 | 0.3 | -8.7
CC1CCN(c2c([N+](=O)[O-])c(=O)oc3ccccc23)CC1 | 3.0 | x | -44.4 | 7.9 | -0.6 | 87.8 | -0.1 | 83.8 | 0.5 | 11.7
O=C(O)C1C2C=CC(C2)C1C(=O)NCCc1ccccc1 (stereo not given) | 1.1 | 3.3 | -59.4 | 6.2 | -0.1 | 95.7 | -0.1 | 107.5 | 5.7 | -7.5
O=C(CSc1nnc(-c2cccs2)n1-c1cccc(Cl)c1)c1cccc2c1OCCO2 | -0.3 | -2.8 | -81.7 | 14.9 | -1.5 | 99.5 | 0.9 | 99.0 | 4.8 | -8.3
CCOC(=O)c1ccc(N/C(=N\S(=O)(=O)c2ccc(F)cc2F)c2ccccc2)cc1 | x | -8.1 | -32.0 | 28.4 | -3.4 | 80.7 | 2.0 | 79.1 | -8.5 | -2.4
COC(=O)c1c(NC(NC(=O)C(C)(C)C)C(Cl)(Cl)Cl)sc2c1CCC2 (stereo not given) | -1.0 | -13.3 | -47.2 | 25.8 | -1.7 | 77.7 | 2.2 | 86.5 | -5.0 | -12.1
CCn1c(C)cc(/C=C2\NC(=O)N(CC(=O)Nc3cccc(C)c3)C2=O)c1C | 4.4 | -41.0 | -65.7 | 11.8 | -0.8 | 99.0 | 1.5 | 100.8 | -12.7 | 7.2
COC(=O)c1ccccc1N1C(=O)C2C(C1=O)C1C=CC2C12CC2 (stereo not given) | x | x | -23.6 | 9.6 | 0.8 | 91.0 | -0.7 | 94.8 | 4.9 | -1.3
Cc1ccc(C(=O)N/C(=C/c2cccnc2)C(=O)O)cc1 | -1.4 | -1.9 | -16.9 | 20.1 | -1.4 | 87.7 | 2.3 | 100.8 | -4.3 | 1.8
O=C(c1cc2sccc2n1Cc1ccc(F)cc1)N1CCN(c2nc3ccccc3s2)CC1 | x | -28.6 | -11.7 | 5.3 | -0.3 | 20.2 | 10.7 | 24.0 | -3.2 | x
CCOC(=O)C1=C(C)NC(=O)C(C#N)C1c1ccncc1 (stereo not given) | -0.5 | 7.5 | 3.6 | 16.5 | 0.2 | 105.0 | -0.6 | 113.8 | 1.7 | -9.7
CCCCN(C)CCCNC(=O)C1CC(=O)N(Cc2ccc(OC)cc2)C1 (stereo not given) | 0.3 | 5.2 | -17.9 | 5.2 | -1.4 | 94.5 | -3.8 | 102.3 | -13.2 | -4.1
CCCS(=O)(=O)N1CCCC(C(=O)NCc2ccc3c(c2)OCO3)C1 (stereo not given) | 4.8 | 9.0 | -31.3 | 20.8 | -2.7 | 94.4 | -0.6 | 99.7 | -3.7 | -23.3
COCCNC(=O)Cn1nc(C(F)(F)F)c(Cl)c1C | x | x | -11.0 | 7.8 | -0.9 | 94.5 | 4.9 | 79.4 | 5.4 | -13.8
CCCCc1c(C)c(C#N)c2[nH]c3ccccc3n2c1=O | 1.5 | 4.0 | -22.9 | 1.3 | -3.1 | 70.0 | 2.4 | 66.4 | -11.8 | -2.2

An excerpt of these results, field by field:
CCn1c(C)cc(/C=C2\NC(=O)N(CC(=O)Nc3cccc(C)c3)C2=O)c1C
  Phagocyt inh = 4.4
  E-sel TNF inh = -41.0
  BB579 growth dn = -65.7
  Measles CPE = 11.8
  MRP-1 activ = -0.8
  bCat KO growth = 99.0
  NPY Y2 blocker = 1.5
  PTEN del growth = 100.8
  GALR2 antag = -12.7
  Yeast lifespan up = 7.2
COC(=O)c1ccccc1N1C(=O)C2C(C1=O)C1C=CC2C12CC2 (stereo not given)
  Phagocyt inh = x
  E-sel TNF inh = x
  BB579 growth dn = -23.6
  Measles CPE = 9.6
  MRP-1 activ = 0.8
  bCat KO growth = 91.0
  NPY Y2 blocker = -0.7
  PTEN del growth = 94.8
  GALR2 antag = 4.9
  Yeast lifespan up = -1.3

Other entries follow:
SMILES | Phagocyt inh | E-sel TNF inh | BB579 growth dn | Measles CPE | MRP-1 activ | bCat KO growth | NPY Y2 blocker | PTEN del growth | GALR2 antag | Yeast lifespan up
COc1ccc(-c2nnc(SCC(=O)Nc3ccc(Cl)cc3)n2C)cc1 | x | -15.2 | -31.4 | 10.8 | 0.1 | 92.9 | 2.6 | 97.8 | 5.7 | -0.2
Cc1c(=O)n(OCc2ccccc2)c2ccccc2[n+]1[O-] | -0.5 | -5.6 | -14.2 | 12.2 | -4.7 | 91.6 | 3.7 | 101.8 | -6.3 | -9.8
Cc1cccc(OCC(=O)NC(C)C(=O)N/N=C/c2c(OCc3ccccc3)ccc3ccccc23)c1 (stereo not given) | 2.1 | 13.3 | -57.3 | 2.5 | -2.3 | 43.5 | 0.4 | 34.4 | -0.9 | -6.1
O=C(CC1SC(=Nc2ccccc2)N(Cc2ccccn2)C1=O)Nc1ccc(Br)cc1 (stereo not given) | 3.0 | x | -47.5 | 4.7 | -4.1 | 53.8 | -0.4 | 57.8 | -17.5 | 2.5
CCOc1ccc(CCNC(=O)COC(=O)c2ccco2)cc1OCC | -0.7 | 5.8 | -30.9 | 8.3 | -2.1 | 94.9 | 1.0 | 90.0 | -3.6 | -15.2
Cc1ccc(NS(=O)(=O)c2ccccc2Cl)c2c1CC(C)(C)O2 | 5.6 | 4.4 | -74.8 | 6.6 | -1.5 | 107.4 | 4.6 | 105.3 | -7.6 | 1.6
COC(=O)c1c(NC(=O)c2ccc(S(=O)(=O)N3CCOCC3)cc2)sc2c1CCN(C)C2 | x | 16.6 | -3.7 | 14.7 | -4.2 | 16.8 | 2.1 | 6.7 | -5.9 | -6.5
Cc1cccc(C(=O)NCCc2n[nH]c(=S)n2C)c1 | -0.4 | x | -19.8 | 10.3 | 1.8 | 97.3 | 1.7 | 104.2 | 5.5 | 2.7
Cn1cnc([N+](=O)[O-])c1Sc1ccccc1 | 0.5 | 11.3 | -20.0 | 25.8 | -1.4 | 80.8 | 1.3 | 75.3 | 4.9 | -7.4
CC(NC(=O)c1ccc(-c2cc(C(F)(F)F)ccc2Cl)o1)c1ccccc1 (stereo not given) | -3.2 | 4.4 | -38.8 | 34.9 | -1.5 | 89.2 | 6.0 | 71.9 | 6.3 | 1.7
C=CCC(NCc1ccccc1)c1ccco1 (stereo not given) | 0.6 | -6.3 | -12.8 | 13.7 | -2.6 | 87.3 | 0.1 | 85.9 | 3.2 | -9.1
CC1CCC/C(=C(\C#N)c2nc(-c3cc4ccccc4oc3=O)cs2)C1 (stereo not given) | -7.0 | x | -25.9 | 8.2 | 5.2* | 79.1 | 7.9 | 68.7 | 1.0 | -0.2
CCOC(=O)N1CCC(Nc2ncnc3c2cnn3-c2ccc(C)cc2C)CC1 | -0.6 | x | 3.8 | 7.8 | -5.9 | 64.4 | 1.9 | 68.7 | 18.3 | -11.2
Cn1c(NC(=O)c2ccc(Cl)s2)cc(=O)n(C)c1=O | x | -19.8 | -43.2 | 11.2 | -0.9 | 102.1 | 0.9 | 97.6 | 9.3 | x
CCCCC(CC)Cn1c(N)c(C#N)c2nc3ccccc3nc21 (stereo not given) | 0.1 | -17.6 | -2.6 | 37.3 | -3.7 | 89.2 | -1.3 | 85.1 | -14.7 | -0.5
Cn1nc(-c2ccc(OCC(N)=O)cc2)c2ccccc2c1=O | 0.0 | 0.8 | -33.0 | 2.2 | -2.0 | 102.4 | 4.7 | 102.7 | 2.5 | -4.7
